Assay outcomes (PubChem BioAssay)
D2 PAM = positively modulates the human D2 dopamine receptor allosterically. potentiation, % at 10 µM. AID 485347. HEK293 T-REx D2, calcium flux, EC20 dopamine potentiation. P14416. 340,000 compounds, 0.34% hits;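 active = potentiation over 3 SD above the plate norm, cut at about 30% in these data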; also: 0% is about no effect
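Using a no-wash calcium dye in inducible, force-coupled HEK293 Trex cells expressing D2, we tracked fluorescence each second for 180 s after compound, then for 180 s after EC20 dopamine to detect augmented signalling.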
D1 potentiator = potentiators of human D1 dopamine receptor. P21728. potentiation, % at 10 µM. HEK293 TREx D1 cells, calcium flux, dopamine EC20 potentiation. 360,000 compounds, 0.036% hits; in the data active = potentiation above about 30%; also: 0% is about no effect
D1 antag = antagonists of human D1 dopamine receptor | P21728 | HEK293 TREx D1 cells, calcium flux, dopamine EC80; active compounds read low | 360,000 compounds, 3.2% hits | activity change, negative = inhibition, % at 10 µM; in the data active = activity change below about -30%; also: % is scaled to controls: 0 for no effect and ±100 for the full control effect
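Compound effects on dopamine-evoked calcium signalling were measured in tetracycline-induced HEK293 Trex D1 cells. Dopamine at EC80 followed a 180 s compound pre-read, and fluorescence was tracked kinetically for 180 s more.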
D2 ag = activates the human D2 dopamine receptor. P14416. HEK293 T-REx D2 cells, calcium flux agonist mode. activation, % at 2 µM. 340,000 compounds, 0.53% hits. AID 485358;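 active = activation over 3 SD above normal in the single-dose calcium agonist read, cut at about 30% in these data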; also: 0% is about no effect
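In this primary screen, compounds producing a positive calcium signal within 180 s of addition to tetracycline-induced, force-coupled HEK293 Trex D2 cells are flagged; cells are dye-loaded with a no-wash calcium kit beforehand.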
TRHR PAM = allosteric enhancers of human TRH receptor. TRHR cells, fluo-8 calcium fluorescence, EC20 TRH enhancement. 360,000 compounds, 0.66% hits. enhancement, % at 2 µM. P34981; in the data active = enhancement above about 30%; also: 0% is about no effect
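Enhancer read-out: after compound pinning and an initial kinetic agonist-mode read, an EC20 of TRH (10 nM final) was injected and fluo-8 calcium signal (Ex 480/Em 530) followed at 1 s/cycle for 100 cycles in TRHR-expressing cells.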
TRHR agonist = TRH receptor (human) agonism. 360,000 compounds, 0.18% hits. AID 493084. TRHR cells, calcium flux fluo-8, FDSS agonist mode. activation, % at 2 µM; also: 0% is about no effect
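Steps: seed TRHR cells overnight; add fluo-8 no-wash Ca dye, RT 30 min–1.5 h; record 10 s baseline; pin-transfer compounds; monitor fluorescence 1 cycle/s for the agonist window. Calcium increases flag candidate agonists.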
RXFP1 antag = blocks the human relaxin receptor RXFP1. HEK293-RXFP1, relaxin-stimulated cAMP HTRF, 30 min; active compounds read low. activity change, negative = inhibition, % at 57.5 µM. 350,000 compounds, 0.59% hits;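 active = activity change of -60% or lower, but not beyond a set lower limit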; also: % is scaled to controls: 0 for no effect and ±100 for the full control effect
Target sequence (Q9HBX9 whole entry, looked up): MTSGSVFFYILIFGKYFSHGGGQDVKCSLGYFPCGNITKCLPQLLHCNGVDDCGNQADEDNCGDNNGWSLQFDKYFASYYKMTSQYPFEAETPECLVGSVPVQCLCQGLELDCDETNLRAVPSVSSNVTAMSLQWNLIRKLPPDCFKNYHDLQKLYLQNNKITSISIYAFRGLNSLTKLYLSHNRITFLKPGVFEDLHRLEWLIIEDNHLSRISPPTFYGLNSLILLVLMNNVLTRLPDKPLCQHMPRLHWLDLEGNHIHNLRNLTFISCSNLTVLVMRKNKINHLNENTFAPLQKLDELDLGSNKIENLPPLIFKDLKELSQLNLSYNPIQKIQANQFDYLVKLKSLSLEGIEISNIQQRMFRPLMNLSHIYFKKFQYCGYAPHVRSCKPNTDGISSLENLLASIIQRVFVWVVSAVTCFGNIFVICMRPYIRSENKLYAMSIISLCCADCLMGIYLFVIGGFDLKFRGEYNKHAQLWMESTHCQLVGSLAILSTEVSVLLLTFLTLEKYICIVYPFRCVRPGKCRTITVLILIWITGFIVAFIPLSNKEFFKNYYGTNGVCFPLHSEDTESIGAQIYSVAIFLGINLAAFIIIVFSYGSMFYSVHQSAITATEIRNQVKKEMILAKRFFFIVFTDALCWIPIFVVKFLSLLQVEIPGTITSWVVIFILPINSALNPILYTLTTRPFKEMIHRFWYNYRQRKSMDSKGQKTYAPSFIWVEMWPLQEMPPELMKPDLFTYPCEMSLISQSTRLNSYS
D2 antag = antagonizes the human D2 dopamine receptor. AID 485344. P14416. HEK293 TREx D2 cells, calcium flux, dopamine EC80. inhibition, % at 10 µM. 340,000 compounds, 2% hits; in the data active = inhibition above about 30%; also: 0% is about no effect
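Overnight-induced (tetracycline, 30 C) HEK293 T-REx cells carrying force-coupled D2 receive a no-wash calcium dye, then compound, then EC80 dopamine at 180 s; signals are read kinetically throughout.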
D1 agonist = human D1 receptor agonism. 360,000 compounds, 1% hits. HEK293 T-REx D1 cells, calcium flux, agonist mode. activation, % at 2 µM. AID 504660. P21728; also: 0% is about no effect
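Tetracycline-induced HEK293 TREx D1 cells, force-coupled to calcium signalling, were dye-loaded with a no-wash calcium kit. Compound was pin-added after a 10 s baseline. Fluorescence was read kinetically at 1 cycle/s for 180 s, with calcium rises flagged as agonism.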
Active calls of the source: *; x = not tested or not shown. Rule as the data show it, unless noted: active = activation above about 30%; inactive = the rest.

SMILES | D2 PAM | D1 potentiator | D1 antag | D2 ag | TRHR PAM | TRHR agonist | RXFP1 antag | D2 antag | D1 agonist
Cc1sc2ncnc(Nc3ccc(N4CCOCC4)cc3)c2c1-c1ccccc1 | 4 | 11 | -2 | -0.4 | -2 | -1.0 | -12 | -10 | 3
CC(C#N)Sc1nnc(-c2ccccc2F)n1C1CC1 (stereo unspecified) | -3 | -5 | 3 | 0.9 | 0 | -0.2 | -1 | 7 | 0
CCN(CC)c1ccc(NC(=O)COc2ccc(N(C)S(=O)(=O)c3cccs3)cc2)cc1 | 13 | -1 | 2 | 0.3 | 1 | 0.8 | 0 | -11 | -3
CCC(C)(C)NC(=O)C(c1cccn1C)N(C(=O)Cn1nnc2ccccc21)c1ccc(OC)cc1OC (stereo unspecified) | 1 | -7 | -2 | -0.2 | -1 | 0.4 | -24 | 30* | 1
CC(c1ccccc1F)n1cc(C(=O)NCCCn2ccnc2)nn1 (stereo unspecified) | 5 | 5 | -23 | -0.1 | 3 | -0.4 | -3 | -15 | 2
CCOC(=O)c1ccc(NC(=O)CC2C(=O)N(c3ccccc3)C(=O)N2CCCOC)cc1 (stereo unspecified) | 10 | -2 | x | 0.5 | 1 | 0.0 | 7 | 3 | 0
Cc1c(C(=O)c2cccc(F)c2)c2ccccn2c1CCC#N | 18 | 2 | -7 | -0.4 | -1 | -3.0 | -1 | -4 | 0
COc1ccc(-c2cccc(NS(=O)(=O)c3cc([N+](=O)[O-])c(C)c([N+](=O)[O-])c3)c2)nn1 | 0 | -3 | 13 | 2.4 | 9 | 0.8 | -14 | 18 | 5
Cn1c(SCc2n[nH]c(=S)o2)nnc1-c1ccccc1 | 12 | 1 | 5 | -0.3 | 7 | -1.2 | x | -11 | 4
COc1cc(C)c(C)cc1S(=O)(=O)n1c(C)nc2ccccc21 | -6 | -1 | 3 | -0.1 | -3 | -1.2 | 2 | 11 | 4
CCn1ccc(=N)cc1 | 5 | 1 | 4 | -1.6 | 6 | -0.4 | 3 | 6 | 4
Cc1ccccc1C(=O)Nc1c(C)[nH]c(=O)[nH]c1=O | -6 | -1 | -2 | 0.1 | 3 | 0.2 | 0 | 1 | 3
CC(C)CCNC(=O)c1cccc(Nc2nc3ccccc3n3nnnc23)c1 | 0 | -3 | 5 | x | -1 | -0.6 | -2 | x | 0
COc1cccc(CN2CCC(n3nccc3NC(=O)CCOc3ccccc3)CC2)c1 | -12 | 7 | -11 | -0.3 | -10 | -0.2 | 0 | -3 | 1
NC(=O)CSc1nc2c(oc3ccccc32)c(=O)n1Cc1ccccc1 | 5 | 0 | -15 | 0.7 | -2 | 0.0 | x | x | 0
COC(=O)c1ccccc1NC(=O)NCC1CCCO1 (stereo unspecified) | x | -2 | -8 | 1.5 | -2 | -1.8 | -1 | -2 | 7
Brc1ccc(CSc2nnc(-c3ccco3)o2)cc1 | -3 | -1 | 13 | -0.1 | 5 | -0.2 | -19 | -8 | 13
CCn1nc(C)c(CNCc2cn[nH]c2-c2cc3ccccc3o2)c1C | -10 | -8 | -5 | 1.1 | 0 | 0.0 | -10 | -15 | 1
Cc1cccc(C)c1OCCOC(=O)c1n[nH]c2ccccc12 | 0 | 5 | -8 | -0.1 | 9 | 1.4 | -21 | -3 | 3
COCCNc1nc2ccccc2nc1NS(=O)(=O)c1ccc(C)cc1C | 5 | -8 | 15 | 0.4 | 0 | 0.8 | -2 | -3 | -2
CCc1ccc(N2C(=O)CSC23C(=O)N(Cc2ccc(C)cc2)c2ccccc23)cc1 (stereo unspecified) | -5 | 0 | -3 | -0.5 | 3 | 0.2 | x | x | 5
COc1ccc(NC(=O)CCn2ccnc2)c(OC)c1 | 11 | 7 | -2 | -0.6 | -1 | -1.4 | -4 | 7 | 0
O=C(N/N=C/c1cccc(C(F)(F)F)c1)c1cc2c(s1)-c1ccccc1CC2 | -3 | -10 | 4 | 0.1 | -10 | 0.6 | -5 | 16 | 0
CCC(C)(C(=O)NC1CCCCC1)N(Cc1ccco1)C(=O)c1ccccn1 (stereo unspecified) | -5 | -2 | x | 0.0 | -6 | 0.2 | -4 | 1 | 0
CC(=O)Nc1ccc(S(=O)(=O)NCCSCc2c(Cl)cccc2Cl)cc1 | 2 | -6 | -13 | -0.2 | -4 | -0.7 | 9 | -5 | 6
COc1cccc2c1OC1(C)CC2NC(=O)N1c1cccc(C(=O)N2CCN(c3ccccn3)CC2)c1 (stereo unspecified) | 9 | -8 | -3 | 0.5 | 5 | -0.3 | -2 | -7 | 2
O=C(C1=C(O)C(=O)N(CCCN2CCOCC2)C1c1ccccn1)c1cc2ccccc2o1 (stereo unspecified) | 0 | -4 | -12 | -0.4 | 0 | 0.7 | 1 | -7 | 3
O=C(COc1cccc2cccnc12)N/N=C1\SCC(=O)N1CCc1ccccc1 | 11 | -6 | -19 | 0.1 | -2 | -2.3 | 0 | -4 | 1
COc1ccc(OCCCC(=O)Nc2ccc(N3CCOCC3)cc2)cc1 | 6 | -5 | 7 | 0.5 | -2 | 0.3 | 17 | 3 | 2
CCOC(=O)N1CCN(C(=O)C(=O)Nc2sc3c(c2C#N)CC(C)(C)OC3)CC1 | x | 3 | 0 | x | 5 | 0.0 | -10 | x | 0
Cc1cc(C(=O)N2C(C)CCCC2C)no1 (stereo unspecified) | -6 | -5 | 7 | -0.2 | 1 | 0.1 | -10 | 11 | 2
CCc1ccc(C(=O)NN(C(=O)c2ccc(CC)cc2)C(C)(C)C)cc1 | 2 | -1 | -8 | -0.5 | -4 | 0.4 | -13 | 0 | 4
Cc1ccc(N2CC(C(=O)NCc3cccs3)CC2=O)cc1C (stereo unspecified) | -10 | -6 | 5 | x | 2 | 0.0 | -1 | x | -1
Cc1cc(C)n(C(=O)C23CC4CC(CC(C4)C2)C3)n1 | 15 | -4 | 17 | 1.4 | 1 | 0.4 | x | -32 | -1
O=C(CCC(=O)N(CC(=O)NC1CCCC1)Cc1ccccc1)Nc1nccs1 | 3 | 3 | 1 | 0.6 | -3 | -0.6 | -10 | -5 | 8
Cc1cccc(NC(=O)C2CCCN2C(=O)Oc2ccccc2)c1C (stereo unspecified) | x | 0 | -5 | x | 3 | 0.0 | -3 | x | -3
O=C(CN(CC1CCCO1)C(=O)CNS(=O)(=O)c1ccccc1)NCCc1ccccc1 (stereo unspecified) | -3 | x | 5 | 0.3 | -7 | -0.2 | -7 | 10 | 3
CCN(C(=O)C(C)N1C(=O)/C(=C/c2cccs2)SC1=S)C1CCS(=O)(=O)C1 (stereo unspecified) | 8 | 2 | 4 | 0.3 | 15 | 0.4 | -33 | 2 | 2
CS(=O)(=O)N(CC(=O)NCc1ccccc1Cl)Cc1ccccc1 | 8 | -1 | -25 | 0.6 | -2 | -0.2 | 1 | 0 | 1
Cc1ccc(C(=O)OCC(=O)N(C)C2CCS(=O)(=O)C2)cc1[N+](=O)[O-] (stereo unspecified) | 21 | -2 | 11 | 0.6 | 1 | 0.4 | 12 | -9 | 6

Results in RXFP1 antag, D1 agonist and D1 potentiator, for 5 of the compounds above:
compound	RXFP1 antag	D1 agonist	D1 potentiator
CCn1ccc(=N)cc1	3	4	1
Cc1ccccc1C(=O)Nc1c(C)[nH]c(=O)[nH]c1=O	0	3	-1
CC(C)CCNC(=O)c1cccc(Nc2nc3ccccc3n3nnnc23)c1	-2	0	-3
COc1cccc(CN2CCC(n3nccc3NC(=O)CCOc3ccccc3)CC2)c1	0	1	7
NC(=O)CSc1nc2c(oc3ccccc32)c(=O)n1Cc1ccccc1	x	0	0

(next part)
SMILES | D2 PAM | D1 potentiator | D1 antag | D2 ag | TRHR PAM | TRHR agonist | RXFP1 antag | D2 antag | D1 agonist
O=S(=O)(Nc1c(S(=O)(=O)c2ccccc2)c2nc3ccccc3nc2n1C1CCCCC1)c1ccccc1 | 8 | -1 | -12 | 5.0 | -9 | 0.6 | -72* | 5 | 0
CCOc1ccc(-c2[nH]ncc2-c2ccc(Cl)cc2)c(O)c1 | 8 | -4 | -5 | -0.1 | 2 | 0.5 | -9 | -3 | 1
C=CCNc1nc2c(c(=O)[nH]c(=O)n2C)n1Cc1cccc(C)c1 | 1 | -3 | 6 | 0.1 | -12 | -0.5 | x | 9 | 1
Cc1ccc(NC(=O)CSc2nc3ccccc3nc2N2CCOCC2)c(C)c1 | 3 | -1 | 27 | -0.1 | -2 | -0.7 | -10 | 12 | 4
CCCC(c1nnnn1Cc1ccc(F)cc1)N1CCN(C2CCCCC2)CC1 (stereo unspecified) | 3 | -3 | -20 | -1.0 | -1 | 0.0 | -2 | -12 | 12
CCn1nc(C)cc1C(=O)Sc1ccc(Cl)cc1Cl | 7 | 5 | 4 | 0.1 | 0 | 0.2 | -9 | 3 | 1
O=C(NCCN1CCN(c2ccccc2F)CC1)C1c2ccccc2C(=O)N2CCc3ccccc3C12 (stereo unspecified) | -24 | -4 | -44* | 23 | 1 | 0.4 | 5 | 20 | 0
CN1CCN(Cc2oc(CO)cc(=O)c2O)CC1 | -1 | -1 | 0 | 0.8 | -1 | 0.6 | -5 | 13 | 2
Cc1ccc(C(=O)N=c2sccn2C)cc1S(=O)(=O)N1CCOCC1 | 16 | -4 | -1 | 0.2 | 3 | -0.2 | -9 | -8 | 1
CCc1ccc(CNCc2ccc(OCC(O)CN(C)Cc3ccccc3)cc2)nc1 (stereo unspecified) | -9 | -2 | -6 | 0.4 | -4 | 1.2 | -7 | -15 | 12
Cc1ccc(N2C(=O)CSCC2=O)cc1 | 1 | 0 | -23 | 0.3 | 0 | 0.6 | 7 | 14 | -1
C=CCSc1ccccc1C(=O)Nc1ncn[nH]1 | 9 | 2 | 15 | -0.1 | -2 | 0.6 | 1 | 4 | 1
CC(=O)c1c(C(C)=O)c(C)n(NC(=O)c2cccnc2)c1C | -7 | -1 | -6 | 0.1 | -3 | 0.8 | 6 | 5 | 3
NC(=S)N/N=C/c1ccc([N+](=O)[O-])cc1 | 2 | -3 | -9 | 1.9 | 1 | 0.0 | -5 | 10 | 0
Cc1cc(=O)n2ncnc2n1COCCO | 6 | 0 | -10 | 7.7 | -6 | 0.5 | 11 | -11 | 2
Cc1cc(OCC(=O)Nc2ccc3oc(=O)ccc3c2)ccc1Cl | -1 | -6 | 0 | 1.2 | 4 | 1.0 | -6 | -19 | 4
CC12CCC(C(=O)N(CC(=O)O)C1=O)C2(C)C (stereo unspecified) | 9 | 5 | -52* | 0.4 | 20 | 0.5 | -11 | -10 | 0

Molecules from the list above that have a nitro group on carbon:
SMILES | D2 PAM | D1 potentiator | D1 antag | D2 ag | TRHR PAM | TRHR agonist | RXFP1 antag | D2 antag | D1 agonist
COc1ccc(-c2cccc(NS(=O)(=O)c3cc([N+](=O)[O-])c(C)c([N+](=O)[O-])c3)c2)nn1 | 0 | -3 | 13 | 2.4 | 9 | 0.8 | -14 | 18 | 5
Cc1ccc(C(=O)OCC(=O)N(C)C2CCS(=O)(=O)C2)cc1[N+](=O)[O-] (stereo unspecified) | 21 | -2 | 11 | 0.6 | 1 | 0.4 | 12 | -9 | 6
NC(=S)N/N=C/c1ccc([N+](=O)[O-])cc1 | 2 | -3 | -9 | 1.9 | 1 | 0.0 | -5 | 10 | 0
